Assay outcomes: PubChem BioAssay, National Center for Advancing Translational Sciences (NCATS)
TDP43 rescue – TDP-43 toxicity inhibition in yeast; TDP-43 expressing yeast growth rescue, BacTiter-Glo, 24 h; Potency, µM (top dose mostly 46.1 µM), inactives show top-dose growth rescue (activation), actives largely listed as activators; actives 1.8% (n = 410,000); AID 652104; note: potency is the fitted concentration of half-maximal effect; % of control where 0% means no effect; nearly all actives have a fitted effect of over 50% in size
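Readout is BacTiter-Glo luminescence of cell growth, so inhibitors register as activators. TDP-43-expressing yeast at OD600=0.02 in galactose medium, after raffinose pregrowth to mid-log, were incubated with compound for 24 hr at 30 deg C.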
DRD3 agonist – agonists of human D3 dopamine receptor; P35462; D3R DiscoveRx beta-arrestin cells, luminescence, 90 min; max activation, %; actives 0.58% (n = 410,000); in the data active = max activation above about 30%; note: 0% is about no effect; mostly tested at two doses, the higher about 12 µM
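Cells at 1500/well, incubated overnight, then treated with pinned compounds (dopamine as control) for 90 min at 37 degrees C. DiscoveRx reagent added for 30 - 60 minutes at room temperature; luminescence read.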
PTHR1 agonist – activates the human parathyroid hormone receptor PTHR1; actives 0.075% (n = 410,000); Potency, µM (doses to about 115 µM), for the others: at the top dose activation, actives largely listed as activators; HEK293 GP2 PTHR1 cells, GloSensor cAMP luminescence, 1 h; note: potency is the fitted concentration of half-maximal effect; nearly all actives have a fitted effect of over 55% in size; some results filed as inactive show a strong effect at the top dose; inactives centre near -15; many of its hits are not listed in these tables
Target sequence (Q03431 whole entry, looked up): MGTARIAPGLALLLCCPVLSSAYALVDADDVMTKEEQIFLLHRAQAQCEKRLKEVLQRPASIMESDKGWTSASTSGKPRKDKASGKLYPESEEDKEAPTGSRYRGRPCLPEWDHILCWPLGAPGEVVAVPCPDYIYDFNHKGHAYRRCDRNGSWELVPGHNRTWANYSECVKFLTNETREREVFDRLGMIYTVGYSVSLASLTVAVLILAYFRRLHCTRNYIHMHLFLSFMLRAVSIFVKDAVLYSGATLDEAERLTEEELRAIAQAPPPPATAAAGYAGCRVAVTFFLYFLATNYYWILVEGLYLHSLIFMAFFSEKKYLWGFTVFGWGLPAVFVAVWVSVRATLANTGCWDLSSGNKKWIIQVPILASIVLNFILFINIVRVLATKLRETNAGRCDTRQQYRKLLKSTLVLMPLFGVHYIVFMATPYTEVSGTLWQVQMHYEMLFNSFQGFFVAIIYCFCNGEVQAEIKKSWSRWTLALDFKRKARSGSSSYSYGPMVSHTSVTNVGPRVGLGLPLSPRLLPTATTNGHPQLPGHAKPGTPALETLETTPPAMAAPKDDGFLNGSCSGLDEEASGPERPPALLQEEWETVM
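HEK-293-derived GP2 cells expressing PTHR1 and a GloSensor cAMP reporter, 3,000/well, plated overnight, given luciferin plus IBMX (each 0.5 mM as added) for 1 h at 37 °C, then compound for 1 h at 37 °C. Luminescence was read after 15 min at room temperature.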
aSyn rescue – rescues yeast growth from alpha-synuclein toxicity. Yeast expressing alpha-synuclein, growth rescue, BacTiter-Glo, 24 h. Potency, µM (titrated, usually from 46.1 µM), without a hit: top-dose growth rescue (activation), hits mostly activators. actives 0.14% (n = 370,000). AID 652106; note: potency is the fitted concentration of half-maximal effect; % of control where 0% means no effect; nearly all actives have a fitted effect of over 65% in size
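Rescue of yeast growth: cells expressing toxic alpha-synuclein, induced in galactose at OD600 0.02, incubated with compound 24 h at 30 C. ATP luminescence quantified growth; inhibitors of toxicity appear as activators.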
KB-V1 cytotox – kills drug-selected multidrug resistant KB-V1 cells; KB-V1 MDR cells viability, CellTiter-Glo, 72 h; Potency, µM (doses to about 46.1 µM), for inactives: at the highest dose activity change, negative = cytotoxicity, hits mostly cytotoxic; actives 3.4% (n = 400,000); note: potency is the fitted concentration of half-maximal effect; % is set by controls: 0 for no effect and ±100 for the full control effect; nearly all actives have a fitted effect of over 60% in size
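Cytotoxicity via CellTiter-Glo luminescence after 72 h compound exposure at 37 degrees C. Cells: drug-selected KB-V1 line, DMEM phenol-red free plus 10% FBS. Compounds tested at multiple concentrations; normalized data fitted to concentration-effect curves.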
HEK293 tox – cytotoxicity in counter-screen for GLP-1R inverse agonists. Potency, µM (top dose mostly 38.3 µM), without a hit: top-dose activity change, negative = inhibition, most hits filed as inhibitors. AID 624418. HEK293 cAMP-luciferase reporter cells, luminescence, 24 h. actives 0.13% (n = 410,000);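 note: loss of luciferase light is scored as toxicity; potency is the fitted concentration of half-maximal effect; % is set by controls: 0 for no effect and ±100 for the full control effect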
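Step one: seed cells (200 cells/uL, DMEM with 10% Nu serum, 1% pen-strep). Step two: 12-hour incubation at 37 deg C. Step three: pin 23 nL compound, incubate 24 hr. Step four: add luciferase reagent, read luminescence 12 min later.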
GLP1R inv ag – inverse agonists of human GLP-1 receptor; Potency, µM (doses to about 38.3 µM), inactives show at the top dose activity change, negative = inhibition, most hits filed as inhibitors; AID 624417; actives 1.6% (n = 410,000); HEK293 GLP-1R CRE-luciferase, luminescence, 24 h; GLP-1R form is constitutively active; note: potency is the fitted concentration of half-maximal effect; % is set by controls: 0 for no effect and ±100 for the full control effect; nearly all actives have a fitted effect of over 55% in size
Target sequence (P43220 whole entry, looked up): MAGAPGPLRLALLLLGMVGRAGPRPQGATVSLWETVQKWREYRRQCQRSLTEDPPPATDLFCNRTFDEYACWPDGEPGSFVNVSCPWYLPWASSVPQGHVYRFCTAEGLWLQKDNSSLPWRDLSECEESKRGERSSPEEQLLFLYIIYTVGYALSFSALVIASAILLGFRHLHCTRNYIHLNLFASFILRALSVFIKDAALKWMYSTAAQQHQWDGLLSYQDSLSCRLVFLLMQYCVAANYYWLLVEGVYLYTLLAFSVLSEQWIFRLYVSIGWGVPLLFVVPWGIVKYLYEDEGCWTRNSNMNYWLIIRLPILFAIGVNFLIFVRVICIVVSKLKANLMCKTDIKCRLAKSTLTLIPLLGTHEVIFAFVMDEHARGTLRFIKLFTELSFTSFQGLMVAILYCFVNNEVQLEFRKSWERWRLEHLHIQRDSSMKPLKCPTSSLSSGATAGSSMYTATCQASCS
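Assay principle: reduced luminescence from a cAMP-responsive reporter in HEK293 cells co-expressing a constitutively active GLP-1R. Conditions: 24 hr compound incubation, 37 deg C, 5% CO2.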
D3 antag – antagonists of human D3 dopamine receptor. actives 2.5% (n = 360,000). AID 652054. max response, negative = inhibition, %. D3R cells, DiscoveRx beta-arrestin luminescence, antagonist mode; hits give low values; in the data active = max response below about -50%; inconclusive = no clear call, values can overlap the other calls; note: % is set by controls: 0 for no effect and ±100 for the full control effect; mostly tested at two doses, the higher about 12 µM
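Cells expressing the human receptor were seeded at 1500 cells/well, incubated overnight at 37 degrees C in 5% CO2, then exposed to library compounds with dopamine controls for 90 minutes at 37 degrees C before luminescent detection.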
GLP-1R agonist – agonists of human GLP-1 receptor. Potency, µM (top dose mostly 45.6 µM), for inactives: at the top dose activation, hits mostly activators. HEK293 GLP-1R CRE-luciferase, luminescence, 4-6 h; cells express a hypersensitive GLP-1R form. AID 624172. P43220. actives 0.007% (n = 380,000); note: potency is the fitted concentration of half-maximal effect; % of control where 0% means no effect
* hit, by the source's call; i = inactive; ? = inconclusive; / = not tested or not shown; [ ] = remark or other dose. Unless noted, calls come from the whole dose curve; as a rule, active = well fitted curve in the direction sought with a large enough effect; inconclusive = small, poorly fitted or top-dose-only effect, or another doubt; inactive = no such curve, though single readings can be large; an effect the other way counts as inactive or inconclusive. The list is partial; count on the stated rates, not on these rows.

SMILES | TDP43 rescue | DRD3 agonist | PTHR1 agonist | aSyn rescue | KB-V1 cytotox | HEK293 tox | GLP1R inv ag | D3 antag | GLP-1R agonist
CCSCc1nnc(SCC(=O)Nc2nccs2)n1CC | 18.3% | 2.9 | i | 2.9% | -1.5% | 11.7% | 12.6% | 0.0 | -1.6%
Cc1ccsc1C(=O)Nc1ccccc1N1CCOCC1 | ? | -1.3 | -16.4% | -6.6% | 0.3% | -12.1% | -41.4% | 5.8 | 6.2%
O=C(c1csc2c1CCCC2)N1CCN(c2ccccc2)CC1 | 22.1% | 14.0 | i | ? | ? | 4.1% | 0.0% | -7.3 | 0.2%
O=C(NCC1CCCCC1)c1ccc(Br)o1 | 28.8% | -0.7 | -4.3% | -9.2% | 23.3% | -0.3% | ? | 8.6 | -1.4%
Cn1ccnc1SCC(=O)c1ccc2ccccc2c1 | 14.0% | -4.4 | -28.0% | -1.0% | -18.5% | 7.2% | -17.3% | 4.9 | 5.2%
Cc1ccc(NC2=CC(=O)C(=O)c3ccccc32)cc1 | ? | 6.6 | -27.7%[57.5 µM] | 2.2% | 16.4µM* | ? | ? | ? | -17.5%
C/C(=N\OCc1ccc(C#N)cc1)c1ccc(S(=O)(=O)N(C)C)cc1 | ? | -2.3 | -39.3%[inhibitor] | -6.4% | ? | -4.4% | -3.0% | 8.4 | 16.9%
C/C(=N\NC(=O)C(O)c1ccccc1)c1ccc(Cl)cc1 (stereo not given) | 3.2% | 6.0 | -21.7% | 2.6% | -8.3% | 0.5% | -23.1% | 19.6 | 8.2%
Cc1cc(C)n(Cc2ccc(F)cc2)c(=O)c1C#N | 6.8% | -2.6 | i | -3.6% | ? | 2.1% | 6.6% | 1.0 | 1.1%
O=C(/C=C/c1ccc(Cl)cc1Cl)N1CCc2ccccc21 | 19.5% | -10.6 | -56.3%[inhibitor] | -2.7% | -6.8% | -2.0% | 4.4% | -18.1 | 3.7%
Cc1ccccc1C(=O)NC(=S)Nc1cccc(NC(=O)C(C)C)c1 | 4.9% | 4.6 | -21.6% | 0.9% | -29.8% | -7.8% | 2.7% | 6.3 | 14.4%
C=CCC1(/C=N/O)CCOC(C)(C)C1 (stereo not given) | -7.8% | 1.1 | i | -9.6% | 13.1% | 0.2% | -4.1% | -16.5 | 0.9%
CC(Cc1cccs1)NC(=S)Nc1ccc(F)cc1 (stereo not given) | -18.5%[0.397 µM] | 4.1 | -19.2% | -0.3% | -0.7% | ? | ? | 6.7 | 26.3%
CCn1c(CNC(=O)Cc2ccc(OC)cc2)nnc1SCC(=O)c1ccc(Br)cc1 | -11.6% | -5.6 | -30.1%[inhibitor] | -1.2% | -8.2% | -9.9% | 0.6% | 23.2 | 10.8%
COc1ccc(OC)c(S(=O)(=O)Nc2ccc(O)c(Sc3ncn[nH]3)c2)c1 | -3.5% | 1.5 | i | 4.6% | -10.0% | -4.2% | 65.3%[activator] | 2.9 | 20.7%
CN(CCc1ccccc1)C1CCCN(S(=O)(=O)N(C)C)C1 (stereo not given) | -0.7% | -3.2 | i | 18.8% | -19.0% | 3.8% | -7.7% | ? | 18.8%
CCOC(=O)NNC(=O)c1[nH]c2ccc(Br)cc2c1-c1ccccc1 | ? | 3.8 | -20.3% | ? | -23.0% | ? | 10µM* | 8.1 | -0.8%
N#C[C@@H]1N(Cc2ccccc2)C(=O)[C@H]2CC3C=CC21O3 (stereo not given in full) | 2.3% | 12.5 | -16.7% | 2.2% | 6.1% | 2.5% | 17.6% | -0.4 | -4.2%
Cc1ccc(-c2nnc(/C=C/c3ccccc3)o2)cc1 | 13.3% | 4.1 | -6.6% | 1.2% | -4.9% | -1.6% | 0.4% | -7.5 | 1.4%
COc1ccc(N2CCN(C(=O)c3ccc4nc(N5CCC(C)CC5)sc4c3)CC2)cc1 | 23.4% | 8.3 | -32.2%[inhibitor] | / | 8.4% | -4.2% | 2.3% | / | /
COCCNC(=O)COc1ncnc2ccc(Br)cc12 | 9.3% | 2.0 | -20.8%[57.5 µM] | 0.2% | 6.5% | -0.5% | -8.0% | -17.0 | -1.6%
COc1ccc(CCNc2nc(-c3ccc(O)cc3)cs2)cc1OC | -5.5% | -8.4 | -91.0%[inhibitor] | 16.7% | 3.5% | -24.4% | 56.6%[activator] | 4.1 | -6.4%
O=C1NC(=S)N/C1=C/c1cccc2ccccc12 | -5.5% | 1.0 | i | 2.1% | -1.8% | -4.7% | 13.7% | 6.5 | 2.7%
O=C(Nc1cc(S(=O)(=O)N2CCOCC2)ccc1N1CCCC1)c1ccc2c(c1)S(=O)(=O)c1ccccc1C2=O | -93.2%[inhibitor] | 4.3 | i | -41.5%[inhibitor] | -15.9% | 14.0% | 82.2%[activator] | 1.3 | 23.8%
CCCn1nnc(NC(=O)c2cc(Br)cc(Br)c2OC)n1 | 8.5% | -7.9 | -4.6%[57.5 µM] | -8.9% | 16.4µM* | 3.8% | -23.5% | -23.0 | 29.6%
COc1ccc(NC(=O)C(NCC(C)C)c2ccccc2)cc1Cl (stereo not given) | -11.1% | -4.4 | i | -12.0% | -25.1% | -4.6% | ? | -20.0 | 6.2%
O=C(Nc1ccc(Cl)cc1)N1CCC(CN2CCCC2)CC1 | 3.9% | -5.4 | -7.1% | / | / | 14.8% | -15.3% | / | /
O=S(=O)(c1ccc(F)cc1)c1snnc1-c1ccccc1 | 14.1µM* | 7.9 | -16.1% | -5.8% | 0.0% | -22.8% | ? | -18.5 | -2.1%
Cc1ccc(CNC(=O)C2CCN(S(=O)(=O)c3cn(C)cn3)CC2)cc1 | 8.8% | -10.7 | 22.9% | / | / | 10.3% | 5.3% | / | /
COC(=O)c1ccccc1NC(=O)c1cc(CN2CCCC2)on1 | -7.7% | -6.3 | 8.3% | / | -16.6% | -0.3% | 4.9% | / | /

Results in PTHR1 agonist and HEK293 tox, for some of the entries so far:
structure | PTHR1 agonist | HEK293 tox
COc1ccc(N2CCN(C(=O)c3ccc4nc(N5CCC(C)CC5)sc4c3)CC2)cc1 | -32.2%[inhibitor] | -4.2%
O=S(=O)(c1ccc(F)cc1)c1snnc1-c1ccccc1 | -16.1% | -22.8%

Additional records
SMILES | TDP43 rescue | DRD3 agonist | PTHR1 agonist | aSyn rescue | KB-V1 cytotox | HEK293 tox | GLP1R inv ag | D3 antag | GLP-1R agonist
Cc1nnc(SCC(C)C)[nH]c1=O | 14.0% | 1.4 | i | 2.0% | 6.3% | -10.0% | -15.0% | 9.0 | -11.2%
CCOC(=O)C1Nc2ccc(Br)cc2C2C=CCC12 (stereo not given) | -21.4%[1.82 µM] | -6.7 | -8.7% | 2.2% | 14.2% | -3.7% | 43.1%[activator] | 3.8 | 7.2%
CCc1cccc(C)c1NC(=O)CSc1nnc(C)o1 | -1.2% | 9.3 | i | -6.3% | 0.0% | -1.0% | 17.1% | 13.0 | -1.7%
O=C(CSc1nnc(CNC(=O)c2ccccc2F)o1)NCc1ccco1 | -0.6% | 4.4 | -0.5% | -1.3% | 2.3% | -10.8% | 7.0% | 4.7 | 3.8%
Cc1ccc(-n2ncc3c(NCCO)ncnc32)cc1Cl | ? | 6.2 | -24.4% | / | 5.8µM* | -6.4% | 5.0% | / | /
O=c1c([N+](=O)[O-])c(N2CCCCC2)c2ccccc2n1-c1ccccc1 | -14.6% | -10.0 | -12.2%[57.5 µM] | 0.2% | -1.8% | 6.4% | 11.3% | 0.0 | 17.9%
COC(=O)CC1NCCNC1=O (stereo not given) | 19.0% | 0.3 | i | 1.0% | 0.0% | 4.4% | 2.9% | 6.2 | -7.5%
COc1ccc(C(=O)NC2CCCc3ccccc32)cc1OC1CCN(C(C)=O)CC1 (stereo not given) | 0.0% | -3.7 | i | -1.9% | -7.4% | 1.3% | -6.1% | 0.4 | 4.0%
Cc1ccccc1CN1C(=O)C(C)Sc2ccc(-c3ccco3)cc21 (stereo not given) | 6.6% | -0.1 | i | 1.9% | 5.3% | -0.9% | -18.6% | 0.0 | -0.9%
O=C(NC1CCCCC1)N(c1ccccc1)c1nnc(-c2cccc([N+](=O)[O-])c2)s1 | ? | -13.6 | -16.8% | -2.0% | 2.2% | 7.5% | ? | -10.5 | -3.7%
CCOC(=O)c1sc2nc3c(SCCC#N)cc(C(=O)c4cc(F)ccc4O)cn3c(=O)c2c1C | 16.4% | 2.2 | -23.0% | -2.7% | -18.3% | 0.4% | ? | -5.7 | -16.9%
CCCn1nc2cc(C(=O)NC3CCCc4ccccc43)ccc2c1OCC (stereo not given) | 22.8% | 13.0 | -26.9% | 5.5% | 22.3% | 1.5% | -27.7% | 0.0 | 23.4%
Cc1cccc(CNC(=O)c2ccc(Cn3c(SCc4ccccc4)nc4cccnc43)cc2)c1 | -5.6% | -22.0 | -7.0% | / | -4.2% | 3.8% | -12.8% | / | /
CC(C)NC(=O)C1CCN(C2CCN(Cc3nc4ccccc4s3)CC2)CC1 | -15.2% | -6.8 | -16.7% | -1.1% | 29.0% | 8.1% | 15.8% | -5.0 | 4.5%
Cc1ccccc1NC1=NCC(c2ccc([N+](=O)[O-])cc2)S1 (stereo not given) | -23.7% | 1.8 | -5.7% | 2.8% | ? | 3.7% | -29.9% | 2.4 | -0.8%
COc1cc(/C=C/C(=O)c2ccc(NS(=O)(=O)c3ccc(C)cc3)cc2)ccc1OC(F)F | 0.0% | -4.8 | i | 0.0% | ? | ? | ? | -27.6 | 7.7%
